Lipid droplet: modulators of hepatic lipid droplet formation. AML12 mouse hepatocytes, oleate lipid droplets, BODIPY imaging. inhibition, % at 6.5 µM. 0.4% of 240,000 active. AID 1656;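 active means lipid droplet intensity inhibited by at least 50%, with more than 500 cells counted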
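material = mouse AML12 hepatocyte cell line, fixed after treatment | also added = 100 µM oleic acid challenge | doses = compound at 6.5 µM only | schedule = overnight exposure | technique = Image-based BODIPY and DAPI two-channel analysis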
Autophagy HCS: alters autophagy in cells | MEF GFP-LC3 puncta imaging; test concentration mostly 10 µM | calls only at 10 µM (by protocol) | 0.98% of 190,000 active | AID 463193;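 active means percentage of spot-positive cells more than 3 SD above its plate mean, without a fluorescence outlier flag or 80% toxicity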;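 further: spot-positive cell cutoff set from DMSO-treated cells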
Myeloid diff MLP: myeloid differentiation induction. 1% of 360,000 active. ER-HoxA9 myeloid progenitors, lysozyme-GFP differentiation, flow cytometry. calls only at 10 µM;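 active means normalized GFP-positive differentiation at or above the plate's own cutoff, the solvent-only control mean plus 3 SD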;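 further: cells exposed to compound for four days before flow analysis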
b-catenin transl: alters nuclear translocation of beta-catenin in HeLa cells; immunofluorescence imaging; nuclear translocation activity, % at 5 µM; 0.3% of 190,000 active; AID 1665;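 active means nuclear translocation activity above 50% at 5 µM, with a well cell count of 50 or more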;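 further: per-cell ratio of nuclear to cytoplasmic median beta-catenin stain intensity; plate controls were DMSO negative control for no effect and GSK-3 inhibitor IX positive control for full effect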
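Test system: HeLa cells, endogenous beta-catenin; Compound: single 5 µM dose plus 0.02–20 µM confirmation series; Times: compound exposure 24 h at 37°C; Signal: fluorescence imaging of beta-catenin antibody stain plus DAPI; Read-out: % activation, nuclear-to-cytoplasmic median beta-catenin signal ratio per cell.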
MT stabilizer: microtubule stabilizers in HeLa cells; HeLa tubulin immunostaining HCS, 24 h; share of cells brighter than vehicle mean+2SD; % tubulin-high responders, % at 10 µM; 0.83% of 200,000 active; AID 2205;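 active means plate Z-score above 3 for both tubulin-high and condensed-nucleus cell shares, with cell loss under 80%, at 10 µM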;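 further: anti alpha tubulin signal scored within the nucleus-defined area of each cell; some results filed as inactive read as strong as hits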
Ins promoter up: MIN6 insulin promoter up-regulation | z-score at 5 µM | 0.3% of 190,000 active | MIN6 insulin promoter-GFP reporter, high-content imaging; stronger effect = higher value;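 active means z-score above 3 at 5 µM with at least 500 cells counted in the well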
T cell HTS: modulates CD8 T cell binding to vesicles | 2C CD8+ T cell-vesicle binding, flow cytometry; stronger effect = lower value | calls only at 7 µM | 0.068% of 330,000 active | AID 2052;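 active means response, share of CD8 T cells binding vesicles, and their 90th percentile fluorescence all below set limits, cut at about 80% in these data, passing the limit was not always enough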
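material = purified 2C TCR transgenic mouse naive CD8+ T cells | controls = Unloaded micro-vesicles (low), QL9 vesicles with 0.7% DMSO (high) | detection = cytometric PE anti-B7-1 and Alexa647 anti-CD8 signals after 1% paraformaldehyde fixation | incubation = binding step 1.5 h, 37 °C, antibody labelling 20 min, ice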
West Nile virus CPE: West Nile virus antiviral activity, cell-based, CPE readout (AID 1621); West Nile virus-infected cells, CPE inhibition; higher % means a stronger effect; one-dose CPE inhibition, % at 10 µM; IC50 in µM for titrated hits; 0.02% of 290,000 active; in the data active means a potency from the dose series; further: strong numbers were not always called active
WT yeast gro inh: growth inhibition of WT yeast, mitochondrial fusion screen | mitochondrial fusion phenotypic screen, WT strain | inhibition, % at 10 µM | 2.1% of 190,000 active; in the data active means inhibition above about 58%; tested in S. cerevisiae
WT yeast gro inh mutant strain: recorded beside WT yeast gro inh, whose call it bears; inhibition, %; mitochondrial fusion phenotypic screen, mutant strain inhibition
Ins promoter up cell count: second read-out of Ins promoter up, no call of its own (marks repeat the call); cell count; measured here: cytotoxicity, nuclei count;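 total cells summed across four imaged fields per well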
Lipid droplet cells 6.5 µM: further read-out of Lipid droplet, marked with its call; cell count; measured here: cell count, cytotoxicity flag;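 cells counted across two imaged fields per well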
b-catenin transl cell count 5 µM: second read-out of b-catenin transl, no call of its own (marks repeat the call); cell count; measured here: cell count, cytotoxicity flag
T cell HTS vesicle-bound %: further read-out of T cell HTS, marked with its call; double positive events, %; measured here: CD8+ vesicle-bound cell fraction;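 binding gate set so that unloaded-vesicle control wells show 10% double positive cells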
MT stabilizer Hoechst-high %: recorded beside MT stabilizer, whose call it bears; % Hoechst-high responders; measured here: nuclear condensation Hoechst responders;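 share of cells brighter than vehicle mean plus two SD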
MT stabilizer cytotoxicity %: second read-out of MT stabilizer, no call of its own (marks repeat the call); toxicity, %; measured here: cytotoxicity by cell density;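 0% = mean cell density of plate MIN control wells and 100% = no cells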
Autophagy HCS cell loss 18 h: also measured in Autophagy HCS; calls as there; toxicity, %; measured here: cell loss, nuclei count;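 cell loss after 18 h compound exposure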
Myeloid diff MLP GFP+ MAC1+ %: further read-out of Myeloid diff MLP, marked with its call; GFP+ MAC1+ double positive, %; measured here: differentiation confirmed by MAC1 staining
* hit, by the source's call; i = inactive; . = not tested or not shown.

SMILES | Lipid droplet | Lipid droplet cells 6.5 µM | Autophagy HCS | Autophagy HCS cell loss 18 h | Myeloid diff MLP | Myeloid diff MLP GFP+ MAC1+ % | b-catenin transl | b-catenin transl cell count 5 µM | MT stabilizer | MT stabilizer Hoechst-high % | MT stabilizer cytotoxicity % | Ins promoter up | Ins promoter up cell count | T cell HTS | T cell HTS vesicle-bound % | West Nile virus CPE | WT yeast gro inh | WT yeast gro inh mutant strain
Cc1cc(=O)oc(C)c1C(=O)Nc1ccc2ncccc2c1 | -1 | 784 | i | -4 | i | 0.5 | -0.4 | 1234 | 2.1 | 1.4 | 4.7 | -0.62 | 980 | i | 7 | 1.3% | 1 | -10
O=C(NCc1cccnc1)C1CCCN1S(=O)(=O)c1ccc(Cl)cc1 (stereo unspecified) | 1 | 804 | . | . | i | 1.5 | . | . | . | . | . | . | . | i | 62 | -0.8% | . | .
O=C(CCc1ccccc1)OCC(=O)c1ccc([N+](=O)[O-])cc1 | -2 | 684 | i | -38 | i | 0.0 | . | . | 1.3 | 1.3 | 3.8 | 0.02 | 1169 | i | 58 | 0.0% | 11 | 20
CCOc1ccc2[nH]c(=O)c(CN(CC3COCCO3)C(=O)c3ccc(C)cc3)cc2c1 (stereo unspecified) | -7 | 735 | i | 0 | i | 0.3 | -1.5 | 1069 | 1.7 | 1.0 | 6.7 | 0.03 | 1465 | i | 26 | -0.6% | -20 | -4
CSc1nc(-c2ccccc2)c2cc(Cl)ccc2n1 | -5 | 698 | i | 6 | i | 0.0 | -0.9 | 1151 | 1.6 | 2.5 | 3.1 | -0.13 | 1321 | i | 46 | -0.8% | -23 | 6
Cc1nc(N(CCO)C2CCCCC2)c2nnn(Cc3ccccc3)c2n1 | -5 | 858 | . | . | i | 0.4 | . | . | . | . | . | . | . | i | 54 | -1.2% | . | .
CC(=O)NC(CC(=O)NCC(c1ccco1)N(C)C)c1ccccc1 (stereo unspecified) | . | . | i | 16 | i | 0.9 | -3.2 | 922 | 3.5 | 2.6 | 3.6 | 1 | 1374 | i | 55 | 0.0% | . | .
Cc1c(NS(=O)(=O)c2cccc(C(=O)NCc3ccc(Cl)cc3)c2)c(=O)n(-c2ccccc2)n1C | 4 | 675 | i | 0 | i | 0.3 | -3.4 | 1133 | 2.0 | 1.8 | 0.9 | 0.06 | 1834 | i | 41 | -0.7% | 7 | 1
Cn1c(-c2ccc(CN3CCCCC3)o2)nc2ccccc21 | . | . | i | 0 | i | 0.8 | -0.2 | 1397 | 2.5 | 1.1 | 1.4 | 0.37 | 1435 | i | 52 | . | 7 | 2
Cc1ccc(CNC(=O)c2cc3c(s2)CS(=O)(=O)C3)cc1 | -3 | 717 | . | . | i | 2.0 | . | . | . | . | . | . | . | i | 14 | 0.3% | . | .
COCC(C)N1CCC(n2nccc2NC(=O)CCOc2ccccc2)CC1 (stereo unspecified) | -2 | 689 | . | . | i | 0.7 | . | . | . | . | . | . | . | i | 5 | -0.3% | . | .
CC1(C)CC(C(CC(=O)Nc2nccs2)c2ccccc2)CCO1 (stereo unspecified) | 2 | 602 | i | -10 | i | 0.5 | -3.1 | 1083 | 2.8 | 2.8 | 6.4 | 0.07 | 1615 | i | 63 | -0.1% | 0 | 12
COc1ccc(/C=C/C(=O)NC(C)C)cc1Br | -3 | 593 | i | 8 | i | 9.8 | -1.0 | 1147 | 1.5 | 2.1 | 10 | 0.23 | 1972 | . | . | 0.8% | -10 | 4
N#CCc1nc2ccccc2c(=O)[nH]1 | 4 | 668 | . | . | i | 0.2 | -1.1 | 1315 | . | . | . | 0.01 | 1087 | i | 24 | -0.1% | . | .
Cc1ccc(-n2nnnc2SCC(=O)c2c(N)n(CC(C)C)c(=O)n(C)c2=O)cc1 | -5 | 566 | i | -1 | i | 4.8 | 1.7 | 1001 | 2.3 | 2.5 | 15 | -0.25 | 1621 | i | 22 | 2.5% | 0 | -6
CCOc1cc(NC(=S)NCC2CCCO2)c(OCC)cc1NC(=O)c1ccc(OC)cc1 (stereo unspecified) | 7 | 656 | i | -11 | i | 0.5 | 0.8 | 1018 | 2.0 | 3.2 | 13 | -0.05 | 1422 | i | 0 | -0.5% | 11 | -2
CCCCCN(C(=O)NC(=O)Nc1cccc(C)c1C)S(C)(=O)=O | 12 | 716 | i | -9 | i | 0.3 | -1.3 | 1022 | 2.0 | 1.9 | 7.6 | -0.1 | 1245 | i | 29 | 0.1% | -3 | 12
Cc1ccc(NC(=O)CCCn2c(=O)oc3ccccc32)c(O)c1 | -3 | 792 | . | . | i | 0.8 | . | . | . | . | . | . | . | i | 12 | -0.6% | . | .
CCn1cc(/C=N/N=C2\CCC3C4CCc5cc(O)ccc5C4CC[C@]23C)c(C)n1 (stereo partly specified) | 1 | 746 | i | 19 | i | 0.5 | -3.8 | 1197 | 1.5 | 1.2 | 4.9 | -0.84 | 985 | i | 48 | -0.3% | -1 | 4
CCN(CC)c1ccc(/C=N/NC(=O)c2cccc(N3CCCC3=O)c2)cc1 | 4 | 666 | i | 9 | i | 0.4 | -0.4 | 1502 | 1.8 | 0.7 | 2.9 | 1.2 | 1420 | i | 60 | -0.1% | -5 | -6
Cc1ccc(C(C[N+](=O)[O-])n2nc(C)cc2C)cc1 (stereo unspecified) | 17 | 761 | i | 40 | i | 2.0 | -2.3 | 1117 | 3.7 | 1.5 | 1.8 | -0.24 | 783 | i | 22 | 0.0% | -12 | -9
Cc1cc(/C=C2/NC(=O)N(c3ccccc3)C2=O)c(C)n1C(C)C | -1 | 720 | i | 5 | i | 0.0 | -2.0 | 512 | 4.8 | 2.5 | 3.7 | -0.08 | 1345 | i | 46 | -0.5% | 2 | -12
Cc1ccc(Oc2ccccc2/C=C/C(=O)O)cc1 | 6 | 649 | i | -3 | i | 2.0 | -2.3 | 1015 | 1.1 | 1.4 | 11 | -0.21 | 1955 | i | 35 | 0.8% | -6 | -6
N#CC1=C(N)NC(SCC(=O)c2ccc(Br)cc2)=C(C#N)C12CCCCC2 | -51 | 764 | i | 6 | i | 0.4 | 1.4 | 494 | 2.1 | 4.9 | 11 | -1.3 | 1101 | i | 25 | -0.7% | 78* | -7.3*
NS(=O)(=O)c1ccc(NC(=O)/C=C/c2ccco2)cc1 | 3 | 688 | i | 16 | i | 0.3 | -1.0 | 967 | 2.2 | 2.1 | 7.9 | 0.4 | 1524 | i | 26 | -0.8% | -2 | 9

Sorted by length of the SMILES (ascending): some entries from above.
SMILES | Lipid droplet | Lipid droplet cells 6.5 µM | Autophagy HCS | Autophagy HCS cell loss 18 h | Myeloid diff MLP | Myeloid diff MLP GFP+ MAC1+ % | b-catenin transl | b-catenin transl cell count 5 µM | MT stabilizer | MT stabilizer Hoechst-high % | MT stabilizer cytotoxicity % | Ins promoter up | Ins promoter up cell count | T cell HTS | T cell HTS vesicle-bound % | West Nile virus CPE | WT yeast gro inh | WT yeast gro inh mutant strain
COc1ccc(/C=C/C(=O)NC(C)C)cc1Br | -3 | 593 | i | 8 | i | 9.8 | -1.0 | 1147 | 1.5 | 2.1 | 10 | 0.23 | 1972 | . | . | 0.8% | -10 | 4
Cn1c(-c2ccc(CN3CCCCC3)o2)nc2ccccc21 | . | . | i | 0 | i | 0.8 | -0.2 | 1397 | 2.5 | 1.1 | 1.4 | 0.37 | 1435 | i | 52 | . | 7 | 2
Cc1nc(N(CCO)C2CCCCC2)c2nnn(Cc3ccccc3)c2n1 | -5 | 858 | . | . | i | 0.4 | . | . | . | . | . | . | . | i | 54 | -1.2% | . | .
Cc1c(NS(=O)(=O)c2cccc(C(=O)NCc3ccc(Cl)cc3)c2)c(=O)n(-c2ccccc2)n1C | 4 | 675 | i | 0 | i | 0.3 | -3.4 | 1133 | 2.0 | 1.8 | 0.9 | 0.06 | 1834 | i | 41 | -0.7% | 7 | 1

(list continues)
SMILES | Lipid droplet | Lipid droplet cells 6.5 µM | Autophagy HCS | Autophagy HCS cell loss 18 h | Myeloid diff MLP | Myeloid diff MLP GFP+ MAC1+ % | b-catenin transl | b-catenin transl cell count 5 µM | MT stabilizer | MT stabilizer Hoechst-high % | MT stabilizer cytotoxicity % | Ins promoter up | Ins promoter up cell count | T cell HTS | T cell HTS vesicle-bound % | West Nile virus CPE | WT yeast gro inh | WT yeast gro inh mutant strain
CCOc1ccc(Nc2nc(N)c([N+](=O)[O-])c(N3CCN(CC)CC3)n2)cc1 | -1 | 914 | . | . | i | 0.1 | . | . | . | . | . | . | . | i | 35 | 0.5% | . | .
CCOC(=O)N1CCN(C(=S)NC2CCCC2)CC1 | -1 | 673 | i | -7 | i | 0.1 | -6.8 | 1159 | 3.3 | 2.2 | 4.1 | 0.51 | 1528 | i | 58 | 0.8% | 4 | 9
c1ccc(SCc2cn(C[C@H]3CC[C@@H]([C@@H]4CC[C@H](Cn5cc(CSc6ccccc6)nn5)O4)O3)nn2)cc1 | -26 | 798 | . | . | i | 0.3 | . | . | . | . | . | . | . | i | 25 | -1.1% | . | .
CCOC(=O)Cc1c(C)nc(N)[nH]c1=O | -7 | 683 | i | -7 | i | 0.4 | 0.3 | 947 | 1.8 | 1.4 | 3.1 | 0 | 1570 | i | 24 | -0.1% | -11 | -8
Cc1ccccc1N1C(=O)CC(Nc2ccc3c(c2)OCO3)C1=O (stereo unspecified) | 0 | 682 | i | 5 | i | 0.1 | -2.4 | 937 | 5.8 | 2.0 | 4.5 | 0.76 | 1434 | i | 52 | 0.1% | -7 | 9
CC(C)CNc1cc(Cl)c(S(=O)(=O)NCC(C)C)cc1C(=O)O | 9 | 781 | i | 4 | i | 0.9 | 4.5 | 1071 | 2.1 | 1.4 | 8.3 | -0.56 | 1125 | i | 30 | 0.3% | -13 | 5
CCCCn1c(N)c(N(CC)C(=O)c2ccccc2C)c(=O)[nH]c1=O | 2 | 825 | . | . | i | 2.1 | . | . | . | . | . | . | . | i | 20 | 0.8% | . | .
CCOc1ccc(C(NC(=O)c2ccco2)c2ccc(OC)c(OC)c2)cc1 (stereo unspecified) | -3 | 782 | i | 0 | i | 7.9 | -1.9 | 1149 | 3.0 | 1.5 | 1.7 | -0.09 | 884 | i | 36 | -0.5% | 0 | -6
